KLF5 inh: suppresses KLF5 promoter-driven expression. DLD-1 KLF5 promoter-luciferase reporter, luminescence. inhibition, % at 5 µM. 290,000 tested, 0.23% active. AID 1700;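 active = inhibition above a per-plate limit of that plate's mean compound inhibition plus 3 SD, cut at about 60% in these data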;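 note: 0% = DMSO wells and 100% = LY294002 at 200 µM; higher means less KLF5 promoter-driven luciferase light; inactives centre near -14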
IEC-6 cytotox: counter-screen for KLF5 inhibitors: cytotoxicity in IEC-6 cells; IEC-6 cytotoxicity, luminescence viability; inhibition, % at 5 µM; 290,000 tested, 0.78% active; AID 1825; in the data active = inhibition above about 22%;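 note: 0% = plate median of test compound wells and 100% = cytotoxic reference compound wells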
HSF-1 act: increases HSF-1 driven luciferase reporter signal. NIH3T3-HGL HSF-1 luciferase reporter, MG132, 8 h; 100% = twice DMSO control signal. activation, % at 9 µM. 300,000 tested, 1.7% active;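 active = mean replicate activation of at least 50% with a set share of replicates each reaching 50%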;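 note: 0% = median of the neutral control wells and 100% = twice that signal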
PolyA inhibitor: yeast polyadenylation inhibition | S. cerevisiae SKY197-pL101 polyadenylation reporter, beta-gal luminescence; efflux-impaired pdr1/pdr3 knockout yeast; score 100 = 6 SD above DMSO | calls only at 12 µM | 300,000 tested, 0.02% active;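 active = lowest replicate activity score at least 50, where 100 means six control SD above control mean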;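 note: yeast exposed to compound for 9 h at 30 °C; higher score means more reporter readthrough which indicates perturbed polyadenylation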
GSK3B inh: blocks human GSK3beta kinase activity; P49841; activity score (negative = inhibition), % at 10 µM; 300,000 tested, 0.038% active; AID 2097; GST-GSK3beta kinase, ADP-Glo luminescence, 60 min; hits give low values;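 active = more than half of replicate wells score below -50%, meaning over 50% inhibition versus plate controls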;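 note: 0% = median DMSO wells and -100% = median GW8510 positive control wells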
Target sequence (P49841 whole entry, looked up): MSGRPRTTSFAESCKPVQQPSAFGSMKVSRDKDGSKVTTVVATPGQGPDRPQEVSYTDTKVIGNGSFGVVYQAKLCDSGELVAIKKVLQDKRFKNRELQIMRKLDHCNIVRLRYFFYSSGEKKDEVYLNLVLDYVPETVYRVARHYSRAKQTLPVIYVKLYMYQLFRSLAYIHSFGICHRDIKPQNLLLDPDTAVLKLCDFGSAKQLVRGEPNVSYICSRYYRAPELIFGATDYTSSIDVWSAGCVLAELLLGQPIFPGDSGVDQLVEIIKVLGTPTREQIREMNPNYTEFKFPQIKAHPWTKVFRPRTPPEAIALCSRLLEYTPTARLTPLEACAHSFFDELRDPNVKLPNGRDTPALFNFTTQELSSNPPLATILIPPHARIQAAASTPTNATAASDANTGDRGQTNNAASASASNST
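Test system: GST-fused GSK3beta enzyme, cell-free | Quantity: 1.6 ng GST-GSK3beta enzyme per well | Reagent: 25 µM ATP with peptide substrate | Schedule: 60 min enzyme reaction, room temperature | Signal: Luminescent ADP-Glo measurement of ADP formed | Read-out basis: Score relative to plate controls | Control set: DMSO and 20 µM GW8510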
HSP90 refold inh: blocks HSP90-mediated luciferase refolding in reticulocyte lysate | Rabbit reticulocyte lysate, luciferase refolding luminescence, 3 h | inhibition, % at 5.6 µM | 290,000 tested, 0.91% active | AID 1789;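 active = inhibition above the screen-wide mean plus 3 SD, computed separately per campaign, cut at about 16% in these data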;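 note: 0% = DMSO wells and 100% = 60 µM geldanamycin wells; inhibitors lower the luminescence because luciferase stays unfolded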
AI-2 QS mod: modulators of Vibrio harveyi AI-2 quorum sensing system. 300,000 tested, 0.4% active. AID 2094. activity change, % at 7.5 µM. Vibrio harveyi JMH597 AI-2 luminescence/OD600 ratio, 9 h; hits give low values; strain lacks LuxN and CqsS sensors; 0 = neutral-control median; in the data active = activity change below about -75%, passing the limit was not always enough;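 note: luminescence divided by OD600 gain over 9 h not by final OD600 alone; inactives centre near 13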
aSyn 5UTR inh: 5' untranslated region of α-synuclein, MLPCN primary screen. 300,000 tested, 0.82% active. AID 1813. inhibition, % (tested at 7.5 µM). alpha-synuclein 5'UTR reporter, inhibitor activity; in the data active = inhibition above about 60%;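 note: H4 neuroglioblastoma cells stably carrying SNCA 5'UTR luciferase fusion; 0% = DMSO wells and 100% = positive control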
HSF1 inh: HSF1 inhibition. NIH3T3-HGL HSE-luciferase, MG132-induced, luminescence 8 h; hits give low values. activity change, negative = inhibition, % at 7.5 µM (by protocol). 300,000 tested, 0.77% active;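 active = more than half of replicate wells show activity change below -50%, luminescence cut by over half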;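 note: luciferase reports HSF-1 transcriptional activity via heat shock element; 0% = median of DMSO wells and -100% = zero luminescence signal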
GSK3 alpha inh: human GSK-3 alpha kinase inhibition; AID 2650; P49840; ADP-Glo luminescence, 60 min; inhibition, % at 10 µM; 320,000 tested, 0.1% active;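 in the data active = inhibition above about 50%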;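 note: GST-tagged GSK-3 alpha with peptide substrate and 25 µM ATP; 0% = DMSO neutral wells and 100% = GW8510 positive control wells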
Target sequence (P49840 whole entry, looked up): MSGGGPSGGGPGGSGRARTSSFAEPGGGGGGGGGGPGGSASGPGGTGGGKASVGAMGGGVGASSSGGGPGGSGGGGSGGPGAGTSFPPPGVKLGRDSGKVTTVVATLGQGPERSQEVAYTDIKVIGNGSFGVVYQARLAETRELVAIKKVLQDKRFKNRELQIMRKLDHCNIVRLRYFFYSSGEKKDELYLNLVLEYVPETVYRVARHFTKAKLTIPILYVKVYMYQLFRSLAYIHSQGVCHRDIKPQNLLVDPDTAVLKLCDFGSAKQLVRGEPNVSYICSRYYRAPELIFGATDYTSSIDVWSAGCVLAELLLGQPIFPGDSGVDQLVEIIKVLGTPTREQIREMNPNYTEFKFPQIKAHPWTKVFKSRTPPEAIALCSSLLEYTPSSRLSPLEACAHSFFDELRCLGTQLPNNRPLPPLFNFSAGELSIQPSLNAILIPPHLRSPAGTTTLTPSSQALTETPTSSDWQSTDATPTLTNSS
An asterisk follows results filed as active; i = inactive; . = no result given. The list is partial; count on the stated rates, not on these rows.

Order of values: KLF5 inh	IEC-6 cytotox	HSF-1 act	PolyA inhibitor	GSK3B inh	HSP90 refold inh	AI-2 QS mod	aSyn 5UTR inh	HSF1 inh	GSK3 alpha inh
Cc1cc(C(=O)OCC(=O)Nc2ccccc2[N+](=O)[O-])c2ccccc2n1
 : -30	-3	-7	i	1	-1	5	-4	-14	-1
C=CCNC(=O)c1ccccc1NC(=O)Cc1ccccc1[N+](=O)[O-]
 : 2	2	-11	i	4	3	8	13	-3	-7
COC(=O)CNC(=O)c1ccc(C)s1
 : 5	10	-14	i	0	14	18	-1	3	-5
CC(Cc1ccccc1)NC(=O)c1cc([N+](=O)[O-])ccc1Cl (centres undefined)
 : -3	1	1	i	9	15	-13	11	5	1
COc1ccc(C(C(=O)NCC2CCCO2)N(C(=O)CNC(=O)c2cccs2)c2ccccc2C)cc1OC (centres undefined)
 : -24	-1	15	i	0	-2	15	-11	0	-6
Cn1c(Cc2nc(-c3cnccn3)no2)nnc1SCC(=O)Nc1ccccc1
 : -5	0	1	i	-5	0	20	7	-7	3
OCCN(Cc1ccccc1)Cc1ccc(Cl)cc1Cl
 : -4	-1	36	i	2	-5	7	23	11	-2
S=C1NNC2(CC3CC2C2CCCC32)NN1 (centres undefined)
 : -7	6	1	i	-1	1	-8	-45	0	2
O=C(Nc1ccccc1N1CCN(C(=O)c2ccc(Cl)cc2)CC1)c1cccnc1
 : 14	-1	13	i	-4	-3	19	2	3	-3
Cc1ccc(NC(=O)Cc2nc(CCl)cs2)cc1
 : -14	-1	-6	i	3	-3	22	-55	4	3
COC(=O)c1sccc1NC(=O)c1ccc(C)o1
 : -3	0	-3	i	1	1	20	21	-3	2
CCCN1C(=O)/C(=C\C=C2/Sc3ccccc3N2CCO)SC1=S
 : -38	0	-4	i	1	-2	25	37	4	1
CC(C)(C)OC(=O)N1CCCC1C(=O)N1CCCC1C(=O)N1CCCC1C(=O)O (centres undefined)
 : 5	-6	-19	i	-1	-1	11	2	-3	.
CCCCN(CC(O)COc1cccc(C)c1)CC(O)COc1cccc(C)c1 (centres undefined)
 : -21	-3	-2	i	1	0	7	31	4	0
CC(C)NCC(O)COc1cccc2ccccc12 (centres undefined)
 : .	.	2	i	1	.	-2	-21	18	-2
COc1cccc(/C=C2/NC(=O)N(CC(=O)Nc3ccc(C)cc3)C2=O)c1OCc1cccc(C(=O)O)c1
 : 0	-5	6	i	-8	-1	8	12	-5	3
O=C(CNC(=S)NC(=O)c1ccco1)c1ccccc1
 : -35	7	31	i	0	1	-6	-80	9	5
CC12CCC(=O)N1C(C(=O)Nc1cccc(F)c1)CS2 (centres undefined)
 : -10	-3	-7	i	-1	-4	18	-8	-4	-2
CCn1c(C)csc1=NC(=O)c1ccccc1O
 : -42	2	39	i	-5	-5	12	-249	21	2
CC(NC(=O)CCSCc1ccccc1F)c1ccccc1 (centres undefined)
 : -54	1	17	i	-1	0	-2	-51	7	0
O=C(Cc1ccc(O)cc1)N/N=C/c1cccs1
 : -18	-1	2	i	1	-5	12	-17	-5	0
COCC1CCCCN1Cc1cn(-c2ccccc2)nc1-c1ccc2c(c1)OCO2 (centres undefined)
 : -28	9	-1	i	-3	-2	11	-35	10	0
COc1ccc(OC)c(C(=O)c2ccc(C(=O)Nc3ccccc3)cc2)c1
 : -12	-2	-1	i	-3	6	16	7	2	-1
CCn1c(CCCc2ccc(OC)c(C)c2)n[nH]c1=S
 : -19	-6	47	i	-4	4	3	8	16	1
CC(C(=O)Nc1ccc(Cl)cc1Cl)N1C(=O)NC2(CCCC2)C1=O (centres undefined)
 : 9	7	-29	i	-11	5	3	13	1	0
O=C(CN1C(=O)NC2(CCOc3ccccc32)C1=O)c1ccc(Br)cc1 (centres undefined)
 : -7	2	-13	i	-2	2	-64	-3	8	0
O=C(Cc1c(C(=O)O)[nH]c2ccccc12)Nc1ccc2c(c1)OCO2
 : -30	1	1	i	3	0	17	-12	-6	-3
NCC(c1ccccc1)(c1ccccc1)c1ccccc1
 : -12	7	22	i	0	-6	15	-2	4	-1
Cc1cc(C)n(CC(=O)n2c3ccccc3c3ccccc32)n1
 : -2	-3	9	i	-3	-4	19	1	3	0
CC(=O)Nc1ccc2c(c1)CCC2=O
 : -17	-1	17	i	2	-5	25	-5	-3	-3
NC(=O)CC(NC(=O)c1ccccc1)c1ccc(NCCN2CCOCC2)c([N+](=O)[O-])c1 (centres undefined)
 : -38	3	-15	i	-4	-4	34	13	-10	0
Cc1cc(NC(=O)CSc2nnc(-c3ccccc3)n2C)no1
 : -14	2	-5	i	1	-4	16	6	-5	-4
Cn1ccnc1C(OC(=O)c1ccccc1)C(F)(F)F (centres undefined)
 : -17	-7	4	i	2	-2	20	5	-5	1
CC(Nc1cccc2ccccc12)C(=O)N/N=C/c1ccc([N+](=O)[O-])cc1 (centres undefined)
 : 23	7	1	i	-1	4	19	-37	15	0
CN(C)CCCN(C(=O)c1ccco1)c1nc2c(F)cccc2s1
 : -15	-4	3	i	-4	-2	5	-10	10	-1
O=C(c1cc(=O)c2ccccc2o1)N1CCCc2ccccc21
 : -15	3	-2	i	1	1	14	1	-7	3
COc1ccc(-c2nnn(CC(=O)N(Cc3cccs3)C(C)C(=O)NC3CCCC3)n2)cc1OC (centres undefined)
 : -16	4	10	i	0	-1	4	7	-2	-2
C/C=C(\C)CN1CCN(c2ccccc2)CC1
 : -35	-1	-10	i	-2	-1	10	-21	-7	-3
CNC(=O)CN(c1cc(C)ccc1OC)S(=O)(=O)c1ccc(C)cc1
 : -13	3	8	i	-3	1	23	-12	0	-1
COc1cc(OC)cc(C(=O)Nc2ccc3nc4n(c(=O)c3c2)CCCCC4)c1
 : -110	2	24	i	3	-4	7	-115	12	-1
CSc1c(SCc2ccccc2)cnn(Cc2ccccc2)c1=O
 : -25	0	-2	i	2	1	5	8	3	-1
Cc1nn(Cc2ccccc2)c(=O)c2nn(-c3ccc(Cl)cc3)c(C)c12
 : 4	5	1	i	2	4	2	43	5	-3
COC(=O)c1sc(N)c(C(=O)OC)c1COC(=O)C12CC3CC(CC(O)(C3)C1)C2
 : 12	-3	43	i	.	-3	.	-6	10	-1
COc1ccccc1CNC(=O)CCC(=O)N1Cc2cccc(OC)c2Oc2ncccc21
 : -11	6	2	i	0	-1	14	8	0	.
CSc1cccc(NC(=S)N(Cc2ccc(C)cc2)Cc2cccnc2)c1
 : -3	-10	-2	i	-10	2	5	-24	13	-3
CCN(CC)CCCNC(=O)c1nn(-c2cccc(OC)c2)c(=O)c2ccccc12
 : 0	1	-4	i	-1	0	19	-12	-2	-1
CCOc1ccccc1C(=O)N(Cc1ccccc1)Cc1cc2cc3c(cc2[nH]c1=O)OCCO3
 : -41	-2	25	i	-5	1	12	22	-1	-1
CCCCC(=O)Nc1ccc(N2CCN(c3ccc(F)cc3)CC2)cc1
 : -28	-4	-9	i	0	-1	0	-9	0	-2
COc1ccc(-n2nc([N+](=O)[O-])c(=NCCc3cccc(C)c3)n2O)cc1
 : 24	-7	-4	i	2	-6	44	-25	2	.
Cc1ccc(CN2C(=O)CCC2C(=O)NCc2ccco2)cc1 (centres undefined)
 : -7	-2	2	i	-1	5	11	-7	-11	1
Cc1cnc(NC(=O)CN2CCN(c3ccccn3)CC2)s1
 : 10	-5	26	i	9	0	5	-1	2	9
Cc1ccc(S(=O)(=O)NCCCCCC(=O)Nc2ccccc2)cc1
 : 5	-15	0	i	-1	4	18	-4	-5	0
NC(=O)C1(N2CCCCC2)CCN(C(=O)c2ccc(C#CC3(O)CCCCC3)cc2)CC1
 : 1	-1	7	i	-5	7	11	-4	-1	0
C=CCn1c2ccccc2c2nnc(SCc3ccc4nonc4c3)nc21
 : -23	1	15	i	2	-2	26	25	0	-5
Fc1ccc(-c2nn3c(C4COc5ccccc5O4)nnc3s2)cc1 (centres undefined)
 : -20	0	7	i	3	-1	-26	-50	4	2
COc1cccc(C2=NN(C(=O)c3ccccc3)C(O)(C(F)(F)F)C2)c1 (centres undefined)
 : -29	5	17	i	1	2	-2	-6	7	-2
Cc1cccc(Nc2nnc(SCC(=O)c3ccc(Br)s3)s2)c1C
 : -46	-4	-2	i	-1	-3	20	-14	2	-2
CCN(c1cccc(C)c1)S(=O)(=O)c1ccc2c(c1)CCN2C(C)=O
 : -21	-2	0	i	-2	2	6	-2	1	-2
O=c1c(Cl)c(Cl)cnn1-c1ccccc1
 : 10	95*	-96	i	-1	-3	5	-29	-96*	.
Cc1cccc(C(=O)Nc2sc3c(c2C(=O)O)CCCC3)c1
 : 36	2	23	i	3	1	29	17	4	2

Continued:
Order of values: KLF5 inh	IEC-6 cytotox	HSF-1 act	PolyA inhibitor	GSK3B inh	HSP90 refold inh	AI-2 QS mod	aSyn 5UTR inh	HSF1 inh	GSK3 alpha inh
Cc1ccc(NC(=O)c2cccc(S(=O)(=O)N3CCCC3)c2)nc1
 : .	.	8	i	0	.	-5	-37	3	0
Clc1ccc2c(N3CCOCC3)ccnc2c1
 : -26	2	22	.	1	2	23	-1	0	0
O=C(CCl)Nc1c2c(nn1-c1ccccc1)CSC2
 : -10	4	-2	i	0	-2	15	-30	7	2
COc1ccc(-c2nnn(-c3cc(Cl)cc(Cl)c3)c2N)cc1
 : -6	0	28	i	-3	-2	18	-57	17	1
CCSc1ncc(Cl)c(C(=O)N(Cc2ccc(N(C)C)cc2)C2CCS(=O)(=O)C2)n1 (centres undefined)
 : 0	-3	-2	i	2	-1	21	16	-3	.
CCc1nc(NC(C)C)c2oc3ccccc3c2n1
 : -12	3	-4	i	1	0	10	27	-4	1
Cc1ccccc1OCc1nnc(SCCN2CCCC2)n1-c1ccccc1
 : -7	-3	-19	i	0	-2	11	-10	1	2
COc1cc(/C=N/n2cnnc2)ccc1OC(=O)c1ccncc1
 : -9	-2	9	i	-4	0	17	9	-3	1
CC1Cc2ccccc2N1C(=O)CSc1nnc2c(n1)[nH]c1ccc(F)cc12 (centres undefined)
 : -30	1	0	i	-1	-5	23	24	0	6
Nc1scc2c(C(=O)N/N=C/c3ccc(Cl)cc3)nn(-c3ccccc3)c(=O)c12
 : -12	-24	-6	i	5	16	19	5	1	0
COc1ccc(CN2CCN(S(=O)(=O)c3ccccc3)CC2)c(OC)c1
 : 26	-7	-7	i	3	3	30	17	0	-1
NC(=O)c1ccc(-n2nnnc2SCC(=O)Nc2ccccc2-c2ccccc2)cc1
 : -3	-2	0	i	1	1	9	7	-7	0
CN(C)c1ccc(NC(=O)C(=O)NCCOc2ccccc2)cc1
 : -7	7	-25	i	-3	0	1	-6	-9	1

High-throughput results deposited in PubChem by several laboratories.
